Source: PubChem (National Center for Advancing Translational Sciences (NCATS))
GLS inhibitor – qHTS for Inhibitors of Glutaminase (GLS); Potency, µM (highest dose often 45.5 µM), for the others: top-dose activity change, negative = inhibition, hits mostly inhibitors; actives 0.21% (n = 410,000); GLS enzymatic activity, qHTS titration; further: on the % scale 0 is the no-effect control and ±100 the full control effect
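Coupled fluorescence readout: glutamate oxidase/HRP/Amplex Red detect glutamate formed by hKGA from L-glutamine (1 mM solution added). Buffer 45 mM KH2PO4 pH 8.2, 0.02% Tween-20; reads at t0 and 30 min RT.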
ALOX12 inh – Primary qHTS assay for inhibitors of human arachidonate 12S-lipoxygenase (ALOX12): Round 2 | Polyunsaturated fatty acid lipoxygenase ALOX12 (Homo sapiens), P18054 | purified 12hLO, xylenol orange hydroperoxide absorbance | Potency, µM (doses to about 108 µM), inactives show at the top dose activity change, negative = inhibition, actives largely listed as inhibitors | actives 1.1% (n = 580,000) | AID 1671190, 2021; further: on the % scale 0 is the no-effect control and ±100 the full control effect
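Hydroperoxide product was detected by ferrous iron/xylenol orange as the 573 to 405 nm absorbance ratio. Arachidonic acid at 40 uM (final) was turned over for 30 min at room temperature by 150 nM human 12hLO, pH 7.0 Hepes buffer, after 15 min compound preincubation.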
ERG-DNA inh – qHTS for Small Molecule Inhibitors of the ERG Ets/DNA interaction; Transcriptional regulator ERG (Homo sapiens), P11308; fluorescence polarization, His-ERG Ets domain / labelled DNA; Potency, µM (series often up to 76.9 µM), for the others: at the highest dose FP activity, negative = inhibition, usual class: inhibitors; actives 0.028% (n = 370,000); AID 624246, 2012; active means well fitted inhibition curve with a large enough effect in the polarisation, with a control signal flat; inconclusive means small, poorly fitted or top-dose-only effect, or effect the other way, or a change in a side signal; inactive means no such curve, though single readings can be large or run the other way; the % refers to the polarisation;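 further: polarization taken with two DNA probes labelled with fluorescein and Texas red; % of control where 0% means no effect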
Target sequence (P11308 whole entry, looked up, the tested form may be a part): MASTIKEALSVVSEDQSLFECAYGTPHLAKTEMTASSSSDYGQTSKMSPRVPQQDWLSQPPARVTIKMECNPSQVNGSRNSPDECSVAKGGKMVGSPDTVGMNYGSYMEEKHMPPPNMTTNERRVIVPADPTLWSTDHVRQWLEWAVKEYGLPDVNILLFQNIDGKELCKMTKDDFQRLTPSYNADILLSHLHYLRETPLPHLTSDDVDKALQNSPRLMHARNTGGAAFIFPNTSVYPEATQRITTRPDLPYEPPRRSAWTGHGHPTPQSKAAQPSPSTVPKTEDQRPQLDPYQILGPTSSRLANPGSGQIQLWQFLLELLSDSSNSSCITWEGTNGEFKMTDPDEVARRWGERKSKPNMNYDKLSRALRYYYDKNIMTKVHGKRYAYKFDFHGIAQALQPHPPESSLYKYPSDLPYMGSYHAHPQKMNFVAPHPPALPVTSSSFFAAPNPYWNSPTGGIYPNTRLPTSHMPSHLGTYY
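His-tagged ERG Ets domain (1 uM in the protein solution; 300mM KCl, 50mM Tris-HCl, 1mM EDTA, 1mM DTT, pH 7.5) received compound, then a probe mix of 5 nM fluorescein-DNA and 100nM Texas-615-DNA. Fluorescence polarization was read for both dyes.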
Pin1 inh – qHTS Assay to Find Inhibitors of Pin1. Peptidyl-prolyl cis-trans isomerase NIMA-interacting 1 (Homo sapiens), Q13526. Pin1 FP peptide displacement, HiFluor488, 10 min. Potency, µM (titrated, usually from 115 µM), for inactives: top-dose activity, negative = inhibition, most hits filed as inhibitors. actives 0.009% (n = 390,000). AID 504891, 2011; active means well fitted inhibition curve with a large enough effect in the polarisation, with a control signal flat, not every such curve was filed as active; inconclusive means small, poorly fitted or top-dose-only effect, or effect the other way, or a change in a side signal; inactive means no such curve, though single readings can be large or run the other way; the % refers to the polarisation; further: on the % scale 0 is the no-effect control and ±100 the full control effect
Target sequence (Q13526 whole entry, looked up): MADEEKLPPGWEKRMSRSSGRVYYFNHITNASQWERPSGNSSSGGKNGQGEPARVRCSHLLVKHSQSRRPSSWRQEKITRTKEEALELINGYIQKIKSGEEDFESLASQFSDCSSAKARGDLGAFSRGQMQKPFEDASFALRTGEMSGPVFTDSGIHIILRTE
Tb PGK inh – qHTS Assay to Find Inhibitors of Phosphoglycerate Kinase; Phosphoglycerate kinase, glycosomal (Trypanosoma brucei brucei), P07378; PGK/GAPDH coupled, Kinase-Glo luminescence, 60 min; Potency, µM (doses to about 57.5 µM), inactives show top-dose activity change, negative = inhibition, hits mostly inhibitors; actives 0.043% (n = 380,000); AID 602233, 2012; further: on the % scale 0 is the no-effect control and ±100 the full control effect; nearly all actives have a fitted effect of over 60% in size
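Luminescent ATP detection (Kinase-Glo Plus) follows a 60-minute room-temperature incubation, with wells lacking PGK as controls. Buffer: 100 mM TEA (pH 7.6), 5 mM MgCl2, 0.01% Tween-20. Coupling enzyme GAPDH (100 nM final) supplies unstable 1,3-BPG in-well.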
RGS4 inhibitor – Inhibitors of Regulator of G Protein Signaling (RGS) 4: qHTS | Regulator of G-protein signaling 4 (Homo sapiens), P49798 | Transcreener GDP fluorescence polarization, RGS4-accelerated GTP hydrolysis | Potency, µM (series often up to 114 µM), for the others: at the highest dose activity change, negative = inhibition, actives largely listed as inhibitors | actives 0.039% (n = 390,000) | AID 504845, 2011; further: on the % scale 0 is the no-effect control and ±100 the full control effect; nearly all actives have a fitted effect of over 75% in size; some results filed as inactive show a strong effect at the top dose
Target sequence (P49798 whole entry, looked up): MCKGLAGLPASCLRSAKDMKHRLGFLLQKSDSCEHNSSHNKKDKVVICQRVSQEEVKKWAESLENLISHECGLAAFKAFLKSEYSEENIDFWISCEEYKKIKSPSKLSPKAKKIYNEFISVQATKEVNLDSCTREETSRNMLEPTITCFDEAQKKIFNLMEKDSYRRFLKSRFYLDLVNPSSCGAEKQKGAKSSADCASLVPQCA
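MLSMR compounds (23 nl, pin-transferred) preincubated 10 min at room temperature with a 500nM (2x) first reagent, then RGS4 at 900nM (2x) plus Transcreener GDP mix added; fluorescence polarization (620/688 nm) read before and after 90 min at 30 °C.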
TrxR1 inh – qHTS Assay for Inhibitors of Mammalian Selenoprotein Thioredoxin Reductase 1 (TrxR1): qHTS; Thioredoxin reductase 1, cytoplasmic (Rattus norvegicus), O89049; recombinant rTrxR1, NADPH fluorescence consumption, selenite substrate; Potency, µM (doses to about 114 µM), without a hit: top-dose activity change, negative = inhibition, most hits filed as inhibitors; actives 1% (n = 390,000); AID 588453, 2011; further: on the % scale 0 is the no-effect control and ±100 the full control effect; nearly all actives have a fitted effect of over 65% in size
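Rat TrxR1 (90 nM in the dispensed reagent) was pre-reduced with 400 uM NADPH for 5 min at room temperature, then incubated with compound for 15 min. After 400 uM selenite was added, NADPH fluorescence (Ex 340/Em 450 nm) was followed for 8 min.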
JMJD2A Tudor – qHTS Assay for Inhibitors of JMJD2A-Tudor Domain. Lysine-specific demethylase 4A (Homo sapiens), O75164. AlphaScreen JMJD2A-Tudor / H3K4me3 peptide binding. Potency, µM (series often up to 114 µM), inactives show top-dose activity change, negative = inhibition, most hits filed as inhibitors. actives 4.4% (n = 390,000); further: on the % scale 0 is the no-effect control and ±100 the full control effect; nearly all actives have a fitted effect of over 50% in size
HP1b binding inh – HTS for Inhibitors of HP1-beta Chromodomain Interactions with Methylated Histone Tails | Potency, µM (series often up to 114 µM), for inactives: at the highest dose activity change, negative = inhibition, usual class: inhibitors | actives 0.56% (n = 390,000) | Chromobox protein homolog 1 (Homo sapiens), P83916 | AID 540317, 2011 | AlphaScreen HP1-beta / biotin-H3K9me3 peptide binding; further: nearly all actives have a fitted effect of over 70% in size; inactives centre near 23
Target sequence (P83916 whole entry, looked up): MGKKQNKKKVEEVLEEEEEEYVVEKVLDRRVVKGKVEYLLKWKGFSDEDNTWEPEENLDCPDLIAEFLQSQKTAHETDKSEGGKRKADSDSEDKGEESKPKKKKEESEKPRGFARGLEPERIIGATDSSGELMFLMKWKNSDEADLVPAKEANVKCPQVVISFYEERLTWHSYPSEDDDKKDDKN
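AlphaScreen: HP1-beta (50 nM) preformed 30 min with biotin-H3(1-18)K9me3 peptide (50 nM) in PBS pH 7.4, 0.01% Tween-20. Compound added for 30 min at RT, then streptavidin donor/nickel chelate acceptor beads (10 ug/mL) for 30 min.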
Starred values were filed as active, the others as inactive; i = inactive; ? = inconclusive; / = no result given; & = joins results of further samples; [ ] = dose if it differs, or a comment. Unless noted, the call rests on the fitted dose curve; in most records, active means well fitted curve in the direction sought with a large enough effect; inconclusive means small, poorly fitted or top-dose-only effect, or another doubt; inactive means no such curve, though single readings can be large; an effect the other way counts as inactive or inconclusive. Potency means the concentration at half of the fitted maximal effect.

SMILES	GLS inhibitor	ALOX12 inh	ERG-DNA inh	Pin1 inh	Tb PGK inh	RGS4 inhibitor	TrxR1 inh	JMJD2A Tudor	HP1b binding inh
CN(CC(=O)Nc1c(Cl)cccc1Cl)C(=O)CNC(=O)c1ccc2ccccc2c1	5%	?	11%	0%	-1%	0%	?	-30%	0%
CCC1CCCCN1C(=O)COC(=O)c1n[nH]c2ccccc12 (centres undefined)	1%	-26%	-3%	4%	-4%	12%	17%[2.29 µM]	-10%	22%
O=C(Nc1c(F)cccc1F)C(c1ccccc1)c1ccccc1	0%	-12%	4%	-1%	-2%	12%	29%[57.1 µM]	-5%	14%
O=C(c1ccccc1)c1nn(-c2ccccc2)c2nnc(Cc3ccccc3)c(=O)n12	5%	-19%	-4%	11%	-5%	14%	11%	?	8%
CCc1nc(N2CCCC(C)C2)c2oc3ccccc3c2n1 (centres undefined)	54%[activator]	0%	-2%	6%	-2%	?	-1%	20µM*	63%[activator]
CCC(=O)N1CCc2cc(S(=O)(=O)NC(Cc3ccccc3)C(=O)NC3CCCC3)ccc21 (centres undefined)	0%	0%	3%	1%	i	-23%[56.9 µM]	9%	-17%[57.1 µM]	2%
Brc1cccc(CNc2nc3ccccc3n2CCN2CCCCC2)c1	22%	?	0%	1%	-8%	-2%	18%	-33%	16%
Cc1nc(-c2cccc(F)c2)sc1CCNC(=O)c1ccc(F)c(F)c1	0%	?	0%	-4%	-3%	2%	21%[57.1 µM]	-7%	20%[57 µM]
Cc1ccc2c(c1)cc1c(=O)n(CC(=O)NCc3ccccn3)nc(C)n12	-13%	/	-4%	0%	-6%	-25%	36%	-12%	31%
Cc1cccc(-c2nn(-c3ccccc3)cc2C(=O)N(C)CC(=O)Nc2ccc(N3CCOCC3)cc2)c1	4%	?	2%	-5%	-6%	-12%	5%	-21%	3%
CCN(CCO)c1nc(SC)nc2c1sc1nc(-c3ccco3)c3c(c12)CCC3	22%	/	-5%	-3%	-2%	-26%	?	-10%	6%
CC(C)c1nccn1S(=O)(=O)c1cc(Cl)ccc1Cl	9%	1%	1%	1%	1%	-8%	2%	-14%	32%
Cc1cc(-c2nnc(-c3cccc(Cl)c3)o2)no1	0%	0%	-7%	2%	-4%	23%	39%	1%	17%
COCCNC(=O)C(c1ccccc1)N(Cc1cccs1)C(=O)Cn1nnc2ccccc21 (centres undefined)	-7%	0%	-3%	-2%	1%	13%	1%	-10%	17%
COc1ccc(S(=O)(=O)N2CCC(c3nnc(-c4ccccc4C)o3)CC2)c(OC)c1	3%	6%	1%	11%	-10%	-9%	7%	-13%	33%
CCCCn1c(=O)c(CCC(=O)OCC(=O)NC(C)c2ccccc2)nc2ccccc21 (centres undefined)	0%	-1%	-3%	5%	i	-7%	9%[57.1 µM]	-11%	3%
CCn1c(=N)n(CC(O)COc2ccc(C)cc2)c2ccccc21 (centres undefined)	-2%	87%[activator]	9%	1%	12%	8%	7%[57.1 µM]	-15%	6%
Cc1ccccc1C(=O)NC1CCN(CC(=O)Nc2ccc(Br)cc2)CC1	-1%	8%	-6%	1%	-6%	-15%[56.9 µM]	-1%	-11%	68%[activator]
Cc1ccc(-n2cccn2)c(CN2CCC(CO)(CCc3ccccc3)CC2)c1	4%	0%	-3%	2%	i	-15%	20%[57.1 µM]	-8%	29%
COc1ccccc1CN1CCC(CNS(=O)(=O)c2cc(-c3onc(C)c3C)ccc2OC)CC1	1%&0%	?	-11%&3%	-7%&-1%	-5%&2%	6%&-31%	3%	-28%&-3%	13%&17%
O=C(Cc1cccs1)Nc1cccc(-c2nc3ccccc3[nH]2)c1	8%	5%	-4%	3%	-4%	4%	-11%	-14%	19%
COc1ccc(OC)c(CNC(=O)Nc2cn(CC(C)C)c(=O)c3ccccc23)c1	-13%	-13%	-2%	-8%	-7%	-16%	21%	?	2%
Cc1ccccc1CNC(=O)C1=Cc2ccccc2OC1	1%	-3%	-5%	2%	1%	-14%	28%[57.1 µM]	8%	31%[57 µM]
COCCCOc1cc(NCc2ccccc2)c2ncn(C(C)C)c2c1	15%	-2%	-5%	?	7%	11%	-1%	56µM*	-34%
Fc1ccccc1Cc1nnc2n1N=C(c1ccc(Cl)cc1)CS2	-1%	-25%	-12%	2%	-9%	8%	20%[57.1 µM]	6%	39%
Nc1oc2ccccc2c(=O)c1C=O	-1%	-18%	-5%	6%	-1%	18%	-8%	1%	32%
Cc1ccc(Cl)c(OCC(=O)Nc2ccc3c(c2)OCCO3)c1	-2%	7%	9%	29%	-9%	-19%	18%	-3%	26%
CC(=O)c1ccc(NC(=O)c2cc3sccc3n2Cc2ccc(Cl)cc2)cc1	1%	0%	-13%	?	-1%	14%	-1%	-16%	36%
COC(=O)c1[nH]c2cccc(OC)c2c1NC(=O)CCN1CCN(c2ccccc2OC)CC1	40%	-14%	3%	3%	-7%	-20%	0%	-15%	-1%
Cn1c(NC2CCCCC2)cc(=O)n(C)c1=O	-3%	?	-3%	-7%	2%	-4%	9%[57.1 µM]	8%	21%

Compound profiles, as listed above. Values in the order: GLS inhibitor, ALOX12 inh, ERG-DNA inh, Pin1 inh, Tb PGK inh, RGS4 inhibitor, TrxR1 inh, JMJD2A Tudor, HP1b binding inh
Fc1ccccc1Cc1nnc2n1N=C(c1ccc(Cl)cc1)CS2 across the screens: -1%, -25%, -12%, 2%, -9%, 8%, 20%[57.1 µM], 6%, 39%
O=C(Cc1cccs1)Nc1cccc(-c2nc3ccccc3[nH]2)c1 across the screens: 8%, 5%, -4%, 3%, -4%, 4%, -11%, -14%, 19%

Continued.
SMILES	GLS inhibitor	ALOX12 inh	ERG-DNA inh	Pin1 inh	Tb PGK inh	RGS4 inhibitor	TrxR1 inh	JMJD2A Tudor	HP1b binding inh
Cc1ccc(CC(=O)Nc2nccs2)cc1C	0%	6%	2%	4%	i	-10%	19%	-6%	21%
CC(C)(C)OC(=O)NCCCCCNC(=O)c1[nH]cnc1C(=O)Nc1cccc(Cl)c1	-1%	-14%	-12%	2%	-1%	13%	6%[57.1 µM]	-20%	34%
Cc1c(Cl)cccc1NC(=O)COC(=O)C12CC3CC(CC(O)(C3)C1)C2	12%	-16%	-2%	0%	6%	1%	16%	7%	40%
Cc1cc(C)nc(SCC(=O)Nc2ncc3c(n2)CC(C)(C)CC3=O)n1	4%	-12%	-1%	-11%	0%	-20%	16%	-10%	27%
Cc1sc(NC(=O)/C=C/c2ccc3c(c2)OCO3)nc1-c1ccccc1	7%	-12%	/	3%	0%	10%	0%	-21%	22%
O=C(NC1CCCCC1)C1c2ccccc2C(=O)N1Cc1ccco1 (centres undefined)	-2%	8%	6%	-13%	3%	-12%	?	-18%	16%
CCC1(C)Cc2c(sc3nc(SC)[nH]c(=S)c23)CO1 (centres undefined)	-14%	/	-6%	?	-3%	-35%	?	-19%	13%
COc1ccc(S(=O)(=O)N2CCOC2CNC(=O)C(=O)NCCCN(C)C)cc1C (centres undefined)	-5%	273%[activator]	0%	-2%	-2%	-3%	14%	-5%	19%
COc1ccc(Nc2nnc(-c3ccc(O)cc3)c3ccccc23)cc1C(N)=O	7.9µM*	-23%	-4%	-2%	i	18%	4%	-16%	25%
O=C(Cn1c(=O)n(CCC(=O)N2CCc3ccccc3C2)c(=O)c2ccccc21)NCC1CCCO1 (centres undefined)	-12%	23%	0%	1%	-2%	-19%	0%	-5%	39%
O=C(c1cccc(OC(F)F)c1)N1CCN(c2ncccn2)CC1	9%	0%	-3%	-1%	6%	-7%	12%	15%	22%
CCc1ccccc1NC(=O)CSc1nnc(-c2cc(OC)c(OC)c(OC)c2)o1	1%	6%	0%	-11%	-5%	-23%	9%	-4%	38%
O=C(Nc1ccc(N2CCOCC2)cc1)NC1CCCCC1	22%	-17%	-7%	?	-10%	21%	17%[57.1 µM]	-8%	3%
COC(=O)c1ccccc1NC(=O)Cn1c(=O)n(CCCC(=O)NCCc2ccc(OC)c(OC)c2)c(=O)c2ccccc21	7%	1%	1%	2%	5%	-11%	2%	-10%	33%
COC(=O)c1ccc(NC(=O)CSc2nnc(C3CC3)n2C)cc1	-8%	6%	4%	-1%	i	-51%	7%[0.457 µM]	2%	40%[activator]
CN(C(=O)c1cncc(Br)c1)C1C2CC3CC(C2)CC1C3 (centres undefined)	5%	-7%	4%	-3%	-10%	-5%	7%[57.1 µM]	-5%	9%
CN1CCN(c2nc(-c3cccs3)cs2)CC1	6%	-17%	2%	-5%	-3%	-26%	29%[57.1 µM]	?	-15%
CC1CCCCCCC1OC(=O)c1ccccc1C(=O)O (centres undefined)	14%	16%	/	-6%	-9%	6%	2%	-10%	20%
CC(C)C(NC(=O)c1ccccc1NC(=O)C(C)(C)C)C(=O)N1CCOCC1 (centres undefined)	0%	6%	10%	-4%	i	-9%	-5%	-13%	22%

An excerpt; count on the stated rates, not on these rows.
